D2 antagonist = HTS Assay for Allosteric Antagonists of the Human D2 Dopamine Receptor: Primary Screen for Antagonists; D(2) dopamine receptor (Homo sapiens), P14416; HEK293 TREx D2 cells, calcium flux, dopamine EC80; inhibition, % at 10 µM; 2% of 340,000 active; AID 485344, 2010; in the data active = inhibition above about 30%; also: 0% is about no effect
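Compounds are added to dye-loaded, induced HEK293 T-REx cells coupled to calcium release via D2; after a 3 min kinetic read an EC80 dopamine stimulus is given and fluorescence is recorded for 3 more min.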
D1 agonist = Allosteric Agonists of the Human D1 Dopamine Receptor: qHTS. HEK293 T-REx D1 cells, calcium flux, agonist mode. activation, % at 2 µM. 1% of 360,000 active. AID 504660, 2011; also: 0% is about no effect
Target sequence (P21728 whole entry, looked up): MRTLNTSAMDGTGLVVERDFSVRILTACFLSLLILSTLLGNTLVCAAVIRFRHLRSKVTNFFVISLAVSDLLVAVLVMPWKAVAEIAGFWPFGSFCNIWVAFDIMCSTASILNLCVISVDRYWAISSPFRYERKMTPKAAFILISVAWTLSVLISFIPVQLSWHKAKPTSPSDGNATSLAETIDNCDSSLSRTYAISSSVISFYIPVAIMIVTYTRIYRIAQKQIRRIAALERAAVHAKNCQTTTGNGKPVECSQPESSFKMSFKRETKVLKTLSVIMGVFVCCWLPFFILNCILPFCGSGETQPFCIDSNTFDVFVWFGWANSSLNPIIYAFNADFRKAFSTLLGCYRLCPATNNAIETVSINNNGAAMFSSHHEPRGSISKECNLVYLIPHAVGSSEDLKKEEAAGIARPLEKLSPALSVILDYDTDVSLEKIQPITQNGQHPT
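Inducible HEK293 T-REx D1 cells, force-coupled to calcium signalling, were plated at 4000 cells/well with tetracycline and held overnight at 30 C. After no-wash calcium dye loading, compound-evoked calcium rise over 180 s flagged agonists.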
RXFP1 antagonist = qHTS Assay for Antagonists of the Relaxin Receptor RXFP1 | Relaxin receptor 1 (Homo sapiens), Q9HBX9 | HEK293-RXFP1, relaxin-stimulated cAMP HTRF, 30 min; active compounds read low | activity change, negative = inhibition, % at 57.5 µM | 0.59% of 350,000 active;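 active = activity change of -60% or lower, but not beyond a set lower limit; inconclusive = change between -60% and -40%, or beyond the set limit; inactive = change above -40%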; also: % is scaled to controls: 0 for no effect and ±100 for the full control effect
D1 potentiator = Potentiators of Human D1 Dopamine Receptor: qHTS. 0.036% of 360,000 active. HEK293 TREx D1 cells, calcium flux, dopamine EC20 potentiation. D(1A) dopamine receptor (Homo sapiens), P21728. AID 504651, 2011. potentiation, % at 10 µM; in the data active = potentiation above about 30%; also: 0% is about no effect
TRHR enhancer = qHTS for Small Molecule Agonists and Allosteric Enhancers of Human TRH Receptor: Primary Screen for Enhancers. Thyrotropin-releasing hormone receptor (Homo sapiens), P34981. TRHR cells, fluo-8 calcium fluorescence, EC20 TRH enhancement. enhancement, % at 2 µM. 0.66% of 360,000 active. AID 493056, 2011; in the data active = enhancement above about 30%; also: 0% is about no effect
Target sequence (P34981 whole entry, looked up): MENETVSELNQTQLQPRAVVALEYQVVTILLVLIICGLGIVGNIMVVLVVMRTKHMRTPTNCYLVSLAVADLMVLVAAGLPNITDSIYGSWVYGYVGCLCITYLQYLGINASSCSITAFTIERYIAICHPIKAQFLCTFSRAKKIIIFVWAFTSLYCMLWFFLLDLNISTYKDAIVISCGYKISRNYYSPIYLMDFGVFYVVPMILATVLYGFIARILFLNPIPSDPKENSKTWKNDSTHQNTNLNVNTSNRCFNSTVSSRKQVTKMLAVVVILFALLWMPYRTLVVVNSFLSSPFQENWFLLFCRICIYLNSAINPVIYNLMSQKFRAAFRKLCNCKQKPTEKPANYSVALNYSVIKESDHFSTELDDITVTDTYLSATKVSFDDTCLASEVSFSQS
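TRHR-expressing cells loaded with fluo-8 calcium dye were read kinetically (ex 480/em 530) during compound addition, then stimulated with an EC20 of TRH (10 nM final). Enhancement of the Gq-mediated intracellular calcium response was scored.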
D2 PAM = HTS Assay for Positive Allosteric Modulators of the Human D2 Dopamine Receptor: Primary Screen for Potentiators; D(2) dopamine receptor (Homo sapiens), P14416; HEK293 T-REx D2, calcium flux, EC20 dopamine potentiation; potentiation, % at 10 µM; 0.34% of 340,000 active; AID 485347, 2010;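 active = potentiation over 3 SD above the plate norm, cut at about 30% in these data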; also: 0% is about no effect
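Cells plated with tetracycline inducer and held overnight at 30 C; calcium dye loaded 30–90 min at room temperature; baseline taken, compound added and read 180 s; EC20 dopamine then added and read 180 s.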
D2 ag = HTS Assay for Allosteric Agonists of the Human D2 Dopamine Receptor: Primary Screen for Agonists; HEK293 T-REx D2 cells, calcium flux agonist mode; D(2) dopamine receptor (Homo sapiens), P14416; activation, % at 2 µM; 0.53% of 340,000 active;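 active = activation over 3 SD above normal in the single-dose calcium agonist read, cut at about 30% in these data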; also: 0% is about no effect
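Calcium-flux readout, 1 cycle/sec over 180 s following compound pin transfer, in inducible HEK293 Trex D2 cells (force-coupled); dopamine controls included. Positive calcium responses during this window marked compounds as potential agonists.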
D1 antag = Antagonist of Human D 1 Dopamine Receptor: qHTS | HEK293 TREx D1 cells, calcium flux, dopamine EC80; active compounds read low | activity change, negative = inhibition, % at 10 µM | 3.2% of 360,000 active | D(1A) dopamine receptor (Homo sapiens), P21728; in the data active = activity change below about -30%; also: % is scaled to controls: 0 for no effect and ±100 for the full control effect
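Cells carrying a force-coupled, tetracycline-inducible human D1 receptor report calcium flux. Each well gets a 10 s baseline, compound with 180 s monitoring, then an EC80 dopamine stimulus with a second 180 s kinetic read.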
TRHR ag = qHTS for Small Molecule Agonists and Allosteric Enhancers of Human TRH Receptor: Primary Screen for Agonists | activation, % at 2 µM | TRHR cells, calcium flux fluo-8, FDSS agonist mode | 0.18% of 360,000 active | Thyrotropin-releasing hormone receptor (Homo sapiens), P34981 | AID 493084, 2011; also: 0% is about no effect
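Agonist-mode FDSS calcium read (Ex 480/Em 530, 1 s cycles) in 1536-well TRHR cells with fluo-8 dye, after 10-cycle baseline and 23 nL compound addition; TRH at EC20 (10 nM final) added afterwards for the enhancer phase.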
* marks the source's active call; other numbers are inactive results; ? = inconclusive; nt = not tested or not shown. Rule as the data show it, unless noted: active = activation above about 30%; inactive = the rest.

SMILES | D2 antagonist | D1 agonist | RXFP1 antagonist | D1 potentiator | TRHR enhancer | D2 PAM | D2 ag | D1 antag | TRHR ag
Cc1cccc(CN2CCSCC2)c1 | -6 | 0 | -4 | -5 | -6 | -1 | -0.6 | 26 | 0.8
Cc1ccccc1C(=O)Nc1cccc(-c2ccc(N3CCOCC3)nn2)c1 | 10 | 5 | -13 | -1 | -3 | -4 | 1.2 | -37* | -0.5
CCOc1ccccc1NC(=O)CCn1c(-c2ccc(OC)cc2)cc(C(C)=O)c1C | nt | -1 | -12 | -3 | 4 | -4 | 0.1 | 7 | -0.8
COc1ccc2c(c1)cc(C(=O)N[C@@H](Cc1ccccc1)C(=O)O)n2C | -1 | 2 | 13 | 1 | 9 | 5 | -0.5 | -3 | -0.3
NC(=O)c1ccc2nc(-c3ccccc3)c(-c3ccccc3)nc2c1 | -5 | 7 | 11 | -2 | -1 | -3 | -0.1 | 4 | 0.0
CCOc1ccc(NC(=O)Cn2c(=O)n(CCC(=O)NCCc3ccccc3)c(=O)c3ccccc32)cc1 | nt | 2 | nt | -2 | 2 | 14 | -1.7 | -8 | 0.0
CCc1ccc(N(CC)C(=O)c2cc3c(=O)oc4ccc(C)cc4c3s2)cc1 | nt | 2 | nt | -4 | 0 | 25 | -1.2 | 8 | 0.0
CCn1c(SCC(=O)Nc2ccc3c(c2)OCCO3)nnc1-c1ccncc1 | -8 | 0 | 6 | -3 | -1 | nt | 2.9 | 27 | 0.4
CN(C)c1ccc(C(=O)N=c2sccn2C)cc1[N+](=O)[O-] | -6 | 1 | 9 | -6 | 3 | 1 | -0.6 | 2 | -0.3
CCOc1ccc(NC(=O)N2CCC(c3nc4ccccc4o3)CC2)cc1 | 7 | 3 | 0 | -9 | 15 | 3 | 0.1 | -22 | -0.4
COc1ccc(-c2c(C)nn3c(-c4ccccc4)cc(C)nc23)cc1OC | nt | -1 | -28 | 0 | 36* | -8 | -0.6 | -8 | 1.0
Clc1ccc(CN2CCc3nc(N4CCN(c5ccccn5)CC4)ncc3C2)cc1 | nt | 1 | ? | 0 | 0 | -1 | 1.5 | -8 | 0.1
O=[N+]([O-])c1ccc(Cl)c(S(=O)(=O)NC2=NCCC2)c1 | 5 | 3 | 13 | 0 | 16 | -1 | 1.1 | -9 | 0.4
C#CCOCCOCCOCCNc1nc(N2CCN(C(=O)[C@H](CCCCN)n3cc(CCCC)nn3)CC2)nc(N2CCN(C(=O)[C@H](CCCCN)n3cc(CCC(=O)O)nn3)CC2)n1 | -2 | 1 | nt | -4 | 13 | 12 | -0.6 | -8 | 0.0
COc1cc(OC)cc(C(=O)NNC(=O)CCc2ccccc2)c1 | -7 | 3 | 2 | 2 | 7 | 0 | -0.1 | 1 | 0.7
O=C(CSc1nccn(-c2ccc(F)c(F)c2)c1=O)NC1CCCC1 | -8 | 6 | -7 | 5 | 1 | -4 | -0.4 | -4 | -0.6
O=C1NC(c2ccccc2Br)=N/C1=C\c1ccco1 | -7 | 1 | 2 | 3 | -4 | 2 | 0.0 | 12 | 0.2
COc1ccc(CC(=O)Nc2cc(Cl)ccc2O)cc1 | -11 | 16 | 2 | -4 | 8 | 7 | -0.8 | -35* | -1.7
COc1ccccc1N1CCN(CC(=O)Nc2ccccc2C(=O)NC(C)c2ccccc2)CC1 (configuration not stated) | nt | 11 | -13 | nt | 6 | nt | nt | 15 | 0.7
COc1ccc(-n2nc3cc(C)c(NC(=O)c4ccc(C)cc4C)cc3n2)cc1Cl | nt | -1 | nt | -4 | 5 | nt | 0.0 | 0 | 0.0
CCCCn1c(CNC(=O)c2cccs2)nc2ccccc21 | 0 | 1 | -8 | -2 | 25 | -13 | -0.7 | 7 | -1.2
COc1ccc(CCNC(=O)c2ccc(CS(=O)(=O)c3ccc(Br)cc3)o2)cc1OC | 3 | 17 | -23 | -1 | -8 | 11 | 0.0 | -9 | -0.6
CC(=O)c1cc(CN2CCN(CC=C(C)C)C(CCO)C2)cs1 (configuration not stated) | -9 | 1 | 5 | -7 | 9 | -20 | 0.2 | 7 | 0.7
CCCNC(=O)CCc1cc(C(C)(C)C)c(O)c(C(C)(C)C)c1 | 3 | 0 | -12 | -3 | -3 | -3 | -0.9 | -13 | -0.4
c1ccc(Nc2ccnc(Nc3ccccc3)n2)cc1 | -1 | 2 | -1 | -9 | -1 | -5 | 0.1 | -34* | 1.5
CCc1cccc(NC(=O)CSc2nc3ccccc3nc2N2CCCCC2)c1 | nt | 4 | -2 | 1 | 7 | 7 | nt | -5 | 1.1
CN(C)C(=O)CSc1ccc(S(=O)(=O)N2CCCC2)cn1 | 0 | 2 | -19 | -8 | 0 | -3 | 0.6 | -3 | 0.9
CCn1c(-c2cccnc2)n[nH]c1=S | 5 | -1 | 19 | 0 | -8 | -10 | 0.6 | 10 | -0.6
CC(=O)N(C)c1nc(N)n(-c2ccccc2)n1 | -6 | 1 | -8 | 0 | 4 | 20 | -0.5 | 5 | -0.1
COc1ccc(NC(=O)CN(c2ccc([N+](=O)[O-])cc2)S(=O)(=O)c2ccccc2)c(OC)c1 | -22 | -1 | -6 | 4 | 14 | 16 | 0.1 | 15 | -0.1
CC(=O)Nc1sc(N/N=C\c2ccccc2F)nc1-c1cccs1 | -1 | -1 | nt | -2 | 36* | -1 | 0.5 | -1 | -0.1
O=S(=O)(c1cc(Br)ccc1Br)N1CCCCCC1 | 3 | 11 | -5 | 0 | -3 | -3 | -0.4 | -7 | -0.5
O=C(c1ccccc1)N1CCN(Cc2cccc(Oc3ccccc3)c2)CC1 | -1 | 6 | -20 | -3 | -5 | -31 | 49* | -3 | -0.3
COc1ccccc1C(=O)NCCC(=O)NCc1ccccn1 | 4 | 4 | -2 | nt | -2 | 10 | 0.0 | 12 | 0.0
COc1cc2c(cc1OC)/C(=C/C(=O)c1ccc(OC)c([N+](=O)[O-])c1)NCC2 | -12 | 4 | 4 | -5 | -2 | -5 | -0.5 | -11 | -0.4
CNC(=O)CN(c1cccc(Br)c1)S(C)(=O)=O | 8 | 3 | 0 | -4 | -8 | nt | -0.4 | 7 | -1.4

Whole records, quoted from the list. Values in the order: D2 antagonist, D1 agonist, RXFP1 antagonist, D1 potentiator, TRHR enhancer, D2 PAM, D2 ag, D1 antag, TRHR ag
COc1ccc(CCNC(=O)c2ccc(CS(=O)(=O)c3ccc(Br)cc3)o2)cc1OC as listed: 3, 17, -23, -1, -8, 11, 0.0, -9, -0.6
CCOc1ccccc1NC(=O)CCn1c(-c2ccc(OC)cc2)cc(C(C)=O)c1C as listed: nt, -1, -12, -3, 4, -4, 0.1, 7, -0.8
CCn1c(SCC(=O)Nc2ccc3c(c2)OCCO3)nnc1-c1ccncc1 as listed: -8, 0, 6, -3, -1, nt, 2.9, 27, 0.4

(continued)
SMILES | D2 antagonist | D1 agonist | RXFP1 antagonist | D1 potentiator | TRHR enhancer | D2 PAM | D2 ag | D1 antag | TRHR ag
COc1cccc(C(=O)CSc2nnc(CNS(=O)(=O)c3ccc(C)cc3)n2C)c1 | 7 | -1 | 0 | -2 | -8 | -4 | 0.2 | -6 | -1.0
Cc1sc(-c2ccccn2)nc1OC(=O)c1ccc(Cl)cc1 | 12 | 3 | -11 | -2 | -2 | -6 | 0.4 | -29 | 0.3
Cc1nn(-c2ccccc2)c(C)c1/C=N/NC(=O)c1ccccc1NS(=O)(=O)c1cccs1 | 15 | 5 | -6 | -10 | -2 | 0 | -1.3 | -18 | -0.1
C=CCn1c(=O)c2ccccc2n2c(SCC(=O)Nc3sc(C(=O)N(CC)CC)c(C)c3C(=O)OCC)nnc12 | -7 | 4 | -7 | 1 | 1 | -4 | 0.3 | 10 | 0.2
CSc1ccccc1NC(=O)CCn1c(=O)oc2ccccc21 | nt | 3 | -6 | -5 | -6 | nt | nt | -12 | 0.0
COc1ccccc1NC(=O)COc1cc(C)nc(C(C)C)n1 | 9 | 4 | -22 | 2 | 8 | 6 | 0.9 | -3 | 0.2
Clc1cccc(Oc2ncc(CN3CCOCC3)s2)c1 | -1 | 3 | 0 | -12 | 1 | -10 | -0.1 | -2 | 0.9
Cc1nn(-c2ccccc2)c(NC(=O)c2cccs2)c(-c2ccccc2Cl)c1=O | -18 | 5 | 5 | -1 | 4 | 1 | 0.1 | 4 | 1.3
CCOc1ccc(C2c3cc(OC)c(OC)cc3CC(=O)N2c2ccccc2)cc1 (configuration not stated) | -2 | 1 | 21 | 0 | 12 | 7 | -0.1 | -2 | -0.1
CC1CN(C(=O)COC(=O)COc2ccc(C#N)cc2)CC(C)O1 (configuration not stated) | 4 | -1 | 3 | -3 | -9 | -1 | -1.0 | -47* | -0.2
Cc1ccc(N2C(=O)C3C4C=CC(C4)C3C2=O)cc1 (configuration not stated) | 0 | 1 | 3 | 2 | -1 | 51* | 1.1 | 16 | -0.1
CCOc1ccccc1OCCn1ncc2ccc(OC)c(OC)c2c1=O | -5 | 2 | -7 | -9 | -2 | -4 | -0.2 | -20 | -0.2
O=C1NCCN(Cc2ccc(Cl)c(F)c2)C1CC(=O)N1CCCO1 (configuration not stated) | -12 | 0 | 1 | 0 | -4 | -1 | 0.5 | 1 | 0.8
O=C(CN1CCCc2ccccc21)N/N=C/c1ccccc1O | -4 | 9 | -8 | -5 | -7 | -8 | 0.9 | -4 | 1.6
O=C1CC(c2ccccc2)CN1C(=O)c1cccnc1 (configuration not stated) | 2 | 2 | -5 | -4 | 0 | 4 | 0.1 | 0 | 0.4
COCCNC(=O)CSc1nc2ccccc2c2nc(C)nn12 | -3 | 2 | 2 | -2 | 4 | -5 | -1.4 | 4 | 0.0
CCN(CC)S(=O)(=O)c1ccc2c(c1)nc(CN(C)C(=O)c1cccc(Cl)c1)n2C | nt | 0 | nt | 0 | -9 | -4 | 1.6 | 4 | -0.5
CCCS(=O)(=O)N1CCC(C(=O)NCCCN(CC)c2cccc(C)c2)CC1 | 6 | 1 | -10 | -2 | -7 | -5 | 0.0 | 10 | 0.0
CC(=O)c1ccc(NC(=O)Cn2cnc3nc4c(cc3c2=O)CC(C)CC4)cc1 (configuration not stated) | nt | 6 | -6 | 1 | 7 | -2 | 0.3 | -9 | 1.0

2 of the compounds above, in markdown.
| Molecule | D2 antagonist | D1 agonist | RXFP1 antagonist | D1 potentiator | TRHR enhancer | D2 PAM | D2 ag | D1 antag | TRHR ag |
| --- | --- | --- | --- | --- | --- | --- | --- | --- | --- |
| COCCNC(=O)CSc1nc2ccccc2c2nc(C)nn12 | -3 | 2 | 2 | -2 | 4 | -5 | -1.4 | 4 | 0.0 |
| CCN(CC)S(=O)(=O)c1ccc2c(c1)nc(CN(C)C(=O)c1cccc(Cl)c1)n2C | nt | 0 | nt | 0 | -9 | -4 | 1.6 | 4 | -0.5 |
